GDH-TPI counter: GDH-TPI coupled enzyme inhibition counter-screen. GDH-TPI coupled enzyme counterscreen, NADH absorbance. inhibition, % at 4.8 µM. 360,000 compounds, 1.2% hits;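 also: 0% = DMSO wells and 100% = wells lacking the enzyme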
PrPC TRFRET: cell surface PrPC inhibition, primary TR-FRET screen; P04156; TR-FRET read-out; inhibition, % at 13.8 µM; 370,000 compounds, 0.43% hits; in the data active = inhibition above about 24%; also: 0% = median of the test wells and 100% = reference compound wells
FBA Mtb inh: Mtb fructose-bisphosphate aldolase inhibition | inhibition, % at 1 µM | P9WQA3 | 360,000 compounds, 2.3% hits | purified M. tuberculosis FBA, fluorescence read-out | AID 588726; in the data active = inhibition above about 27%;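 also: 0% = vehicle and 100% = reference inhibitor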
Target sequence (P9WQA3 whole entry, looked up): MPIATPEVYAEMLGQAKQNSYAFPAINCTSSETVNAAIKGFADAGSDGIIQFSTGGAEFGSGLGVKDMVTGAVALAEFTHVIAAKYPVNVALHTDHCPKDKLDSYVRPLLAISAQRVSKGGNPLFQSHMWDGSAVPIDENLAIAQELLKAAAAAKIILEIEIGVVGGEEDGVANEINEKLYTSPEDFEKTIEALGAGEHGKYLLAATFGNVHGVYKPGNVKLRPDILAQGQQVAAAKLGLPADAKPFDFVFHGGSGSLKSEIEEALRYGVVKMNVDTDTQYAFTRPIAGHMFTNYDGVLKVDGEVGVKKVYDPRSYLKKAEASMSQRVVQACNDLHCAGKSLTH
BoNT-F LC inh: inhibitors of Botulinum neurotoxin F light chain protease; 360,000 compounds, 0.22% hits; inhibition, % at 10 µM; AID 588497; Multiplex microsphere protease cleavage assay, flow cytometry; in the data active = inhibition above about 35%, passing the limit was not always enough; inconclusive = no clear call, values can overlap the other calls; also: plate controls were buffer without enzyme for full effect and enzyme alone for no effect
FadD28 binding: M. tuberculosis FadD28 bisubstrate binding inhibition. 360,000 compounds, 0.22% hits. FadD28 bisubstrate probe binding, fluorescence polarization. inhibition, % at 12.5 µM; in the data active = inhibition above about 8.5%, passing the limit was not always enough; inconclusive = no clear call, values can overlap the other calls
BoNT A protease: BoNT A light chain protease inhibition | inhibition, % at 10 µM | 360,000 compounds, 0.17% hits | multiplex microsphere protease substrate cleavage, flow cytometry; in the data active = inhibition above about 30%; inconclusive = no clear call, values can overlap the other calls; also: plate controls were buffer without enzyme for full effect and enzyme alone for no effect
CCHF vOTU inh: CCHFV vOTU protease inhibition; Pep-AMC fluorescence; 370,000 compounds, 0.55% hits; AID 651958; inhibition, % at 11.5 µM; also: 0% = vehicle wells with enzyme and 100% = no enzyme wells
Mtb BioA inh: inhibitors of Mycobacterium tuberculosis BioA enzyme; purified M. tuberculosis BioA enzyme, plate reader; inhibition, % at 9.99 µM; 360,000 compounds, 0.096% hits; AID 602481; in the data active = inhibition above about 40%; inconclusive = no clear call, values can overlap the other calls
UGM FP inh: blocks M. tuberculosis UGM enzyme; purified UGM, fluorescence polarization probe displacement; inhibition, % at 10 µM; 320,000 compounds, 0.06% hits; in the data active = inhibition above about 10%, passing the limit was not always enough; inconclusive = no clear call, values can overlap the other calls
Target sequence (P9WIQ1 whole entry, looked up): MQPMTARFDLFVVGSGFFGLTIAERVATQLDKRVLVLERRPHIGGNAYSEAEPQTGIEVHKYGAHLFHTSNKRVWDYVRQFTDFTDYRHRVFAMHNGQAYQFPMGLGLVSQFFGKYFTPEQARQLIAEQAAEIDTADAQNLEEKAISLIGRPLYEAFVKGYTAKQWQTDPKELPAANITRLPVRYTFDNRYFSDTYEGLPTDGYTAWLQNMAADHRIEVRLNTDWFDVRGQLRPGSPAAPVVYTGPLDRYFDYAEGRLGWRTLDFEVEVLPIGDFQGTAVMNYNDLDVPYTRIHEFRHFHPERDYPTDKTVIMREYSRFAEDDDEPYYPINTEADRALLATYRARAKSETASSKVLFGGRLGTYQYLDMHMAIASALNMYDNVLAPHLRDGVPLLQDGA
* = called active by the depositor; ? = inconclusive; . = no result given. Rule as the data show it, unless noted: active = inhibition above about 30%; inactive = the rest. The order is random. Share with any hit: about 4.8%.

SMILES	GDH-TPI counter	PrPC TRFRET	FBA Mtb inh	BoNT-F LC inh	FadD28 binding	BoNT A protease	CCHF vOTU inh	Mtb BioA inh	UGM FP inh
CCCCN(C(=O)c1cc2c(s1)CCC2)c1c(N)n(CCCC)c(=O)[nH]c1=O	-6	-1	-1	-11	-3.2	-0.1	2	-3.7	1.3
Cc1ccccc1NC(=O)CN1CCc2ccccc2C1	4	-3	2	-22	-1.7	-4.2	10	-0.3	-0.5
CCOc1ccccc1OCCCC(=O)N1CCN(S(=O)(=O)c2ccccc2C#N)CC1	8	-5	1	-3	0.7	0.7	-8	-1.0	.
Cn1nc(C(=O)Nc2ccc(Cl)cc2)cc1C(=O)Nc1ccc(Cl)cc1	-13	9	-1	4	-4.1	0.8	7	-0.3	4.7
CCCS(=O)(=O)NC(=O)C1(C)CCCN(C(=O)c2sccc2C)C1 (stereo not drawn)	7	4	1	-5	-1.5	0.0	-3	-0.9	.
COC(=O)C1=C(C)N(CCCCCC(=O)O)C(=O)NC1c1ccccc1 (stereo not drawn)	-4	-5	0	-2	0.4	-0.6	0	-1.2	-1.4
CCC1CN(C(=O)NCc2ccccc2)c2cc(Cl)ccc2O1 (stereo not drawn)	9	-2	1	-4	-3.4	-2.7	-1	-0.3	-6.0
O=C(Nc1ccc2ncccc2c1)Nc1ccc2ncccc2c1	14	-4	-1	-4	-2.4	-1.1	10	1.4	1.2
COc1ccc(NC(=O)c2cc(S(=O)(=O)N3CCCCC3)ccc2OC)cc1	-2	15	-2	1	-0.9	-1.7	-9	27	-2.8
COCC(=O)Nc1ccccc1C#N	-6	10	-2	10	-0.8	0.0	-1	-0.5	0.1

Arranged by molecular weight (high to low): some entries from above.
SMILES	GDH-TPI counter	PrPC TRFRET	FBA Mtb inh	BoNT-F LC inh	FadD28 binding	BoNT A protease	CCHF vOTU inh	Mtb BioA inh	UGM FP inh
Cn1nc(C(=O)Nc2ccc(Cl)cc2)cc1C(=O)Nc1ccc(Cl)cc1	-13	9	-1	4	-4.1	0.8	7	-0.3	4.7
O=C(Nc1ccc2ncccc2c1)Nc1ccc2ncccc2c1	14	-4	-1	-4	-2.4	-1.1	10	1.4	1.2
COCC(=O)Nc1ccccc1C#N	-6	10	-2	10	-0.8	0.0	-1	-0.5	0.1

Next section
SMILES	GDH-TPI counter	PrPC TRFRET	FBA Mtb inh	BoNT-F LC inh	FadD28 binding	BoNT A protease	CCHF vOTU inh	Mtb BioA inh	UGM FP inh
COc1cc(/C=C/C(=O)O)cc(S(=O)(=O)Nc2ccc3c(c2)CCC3)c1OC	7	-3	-1	-16	-4.3	-3.2	9	3.0	-1.2
CSc1ccccc1C(=O)OCC(=O)Nc1c(C)n(C)n(-c2ccccc2)c1=O	-1	-4	0	5	-1.4	-0.5	1	0.0	.
Cn1cccc1CC(=O)NNC(=S)NC(=O)c1ccc(F)cc1	23	-6	9	3	-1.0	0.1	7	.	-2.0
Cc1nc2ccccn2c1CN(C)C(=O)C1CCC(=O)N(Cc2cccc(F)c2)C1 (stereo not drawn)	-3	-1	17	15	-2.6	2.0	4	15	-1.0
COc1ccc(S(=O)(=O)N2CCCC(C(=O)N3CCN(C)CC3)C2)cc1C (stereo not drawn)	-9	3	-1	-5	-3.8	0.0	4	-0.6	-1.3
CCN(CC)C(=O)C1CCN(Cc2cccc(OCc3ccccc3)c2)CC1	-7	-12	0	-9	-3.9	-0.3	-7	1.4	2.3
Cc1cccc(OCC(=O)Nc2ccc3c(c2)nc(CCN2CCC(C)CC2)n3C)c1	10	-2	6	13	-1.3	15	2	1.2	1.8
O=S(=O)(c1ccc(-c2csc(Nc3ccc(F)cc3)n2)cc1)N1CCCC1	9	3	4	0	0.2	-0.3	1	-1.1	0.8
O=C(CCSc1ccc(F)cc1)NNC(=O)c1ccccc1Cl	11	8	-1	-10	-0.8	0.2	-5	-0.3	-1.3
CCOC(=O)N1CCN(S(=O)(=O)c2cc(OCC)ccc2OCC)CC1	5	3	-1	-1	1.3	-0.4	-1	-0.6	3.1
Cc1c(NC2(C#N)CCCC2)c(=O)n(-c2ccccc2)n1C	-4	.	0	-16	-3.9	-2.8	.	.	-1.7
COc1cc2c(cc1OC)CN(CC(=O)NC(=O)NC(C)(C)C)CC2	0	-1	11	5	0.6	0.7	-15	.	0.4
Cc1ccc(-c2nnc(CCC(=O)NCc3csc(C)n3)o2)s1	11	8	1	-4	-0.9	-0.1	-12	0.4	0.2
COc1cc(F)c(S(=O)(=O)N2CCOc3ccccc32)cc1OC	6	-6	4	-1	0.0	0.1	15	-3.4	2.3
CC(=O)c1c(N2CCCCC2)nc(=S)n(-c2ccccc2)c1C	-1	4	2	-14	-2.8	2.9	5	-0.1	1.6
CCN(CC)S(=O)(=O)c1ccc(C(=O)OCC(=O)NCc2ccco2)cc1	11	-4	2	-10	-1.4	0.1	-8	.	0.8
COc1ccc(CCN(C)CCC(=O)Nc2cccc(C)c2)cc1OC	2	1	0	.	0.0	.	-7	.	2.2
CC/C(=N\NC(=O)OC)c1ccc(OC(F)F)cc1	-1	8	0	0	-0.1	-1.2	-6	-3.2	1.2
COC(=O)C1CCN(C(=O)Nc2ccc(OC)cc2)CC1	0	2	3	-16	0.6	0.9	12	0.4	-1.8
CCCCc1nc2sc3c(SCC(=O)NCc4ccco4)ncnc3c2c2c1CCC2	3	5	-7	?	-4.5	0.2	1	0.6	-2.9
COc1cccc(O)c1CN1CCCC(C(=O)c2ccccc2SC)C1 (stereo not drawn)	1	-4	1	1	0.2	-0.2	7	.	-1.9
O=[N+]([O-])c1ccc(Nc2nccc(Cl)n2)cc1	18	-14	3	0	-3.2	-0.1	5	0.3	-2.8
Cc1ccc(S(=O)(=O)N2CCC(C(=O)NCCN3CCOCC3)CC2)cc1	0	1	0	-1	0.5	-0.5	16	-0.3	.
O=C(NCCCN1CCCC1=O)C1CCN(S(=O)(=O)c2ccc(Cl)cc2)CC1	5	2	0	-2	-3.4	0.0	5	2.3	1.4
COC(=O)C1C(O)=C(C=Nc2ccc(N)cc2)C(=O)CC1(C)C (stereo not drawn)	13	-5	1	-2	-3.5	-0.5	40*	0.8	-0.8
CSCCC(NC(=O)c1ccco1)C(=O)NC1CCC(C)CC1 (stereo not drawn)	0	1	0	2	-3.0	0.0	-1	7.3	0.2
Cc1ccc(-c2csc3nc(-c4ccncc4)[nH]c(=O)c23)cc1	1	-1	6	0	-4.1	0.0	-3	-1.7	-3.3
Cn1cc(CCC(=O)N2CCC3(CC2)OCCO3)c2ccccc21	7	-4	3	-2	-0.1	0.8	-10	0.8	-1.5
COCCNC(=O)CSc1ncnc2sc(-c3ccccc3)cc12	13	2	1	6	-1.7	-0.9	2	.	2.0
COc1ccc(CC(=S)N2CCOCC2)cc1	7	-3	-2	14	-2.1	0.7	2	-0.3	0.3
COC(=O)[C@H](C)NC(=O)NC1CCN(Cc2ccccc2)CC1	14	2	-1	-3	0.4	0.0	18	-5.6	3.6
Cc1ccc(Cc2c(-c3cccc(Br)c3)nc3cc(C)c(Br)c(C)n23)cc1	.	7	5	-8	-1.9	-0.4	-9	-1.5	.
O=C1CCC(=O)N1c1nc2n(n1)C(c1ccccc1)C=C(c1ccc(Br)cc1)N2 (stereo not drawn)	26	-4	1	-10	-1.4	-3.8	-2	-1.1	-1.2
COc1ccccc1N(C(=O)c1snc(C(N)=O)c1N)C(C(=O)NC1CCCC1)c1ccc2ncccc2c1 (stereo not drawn)	9	-6	19	2	.	-0.5	-17	-0.1	2.5
O=C(NCc1ccncc1)c1cc2ccccc2nc1Cl	7	8	-1	-3	-0.4	-0.2	2	1.3	-2.7
CC1CCN(C(=O)c2ccc(-c3ccccc3Cl)o2)CC1	12	-9	4	-12	-3.1	-2.4	6	.	2.9
CCOC(=O)c1nn(-c2cccc(OC)c2)c2nc(Nc3ccccc3)cc(=O)n12	15	4	1	0	-2.0	0.0	13	-0.7	6.0
CCCc1cc(=O)[nH]c(SCC(=O)Nc2cccc(S(=O)(=O)N3CCOCC3)c2)n1	5	2	2	-3	-1.1	-0.6	11	-1.9	-0.5
O=C(Nc1ccc2c(c1)OCCO2)c1ccc(Cl)c(Cl)c1	11	15	-3	1	-2.8	0.5	5	-0.2	0.4
Cc1cc2ncn(-c3ncccc3[N+](=O)[O-])c2cc1C	-4	-8	2	2	.	-0.4	17	-3.9	4.6
Cc1ccccc1NC(=O)c1ccc(-c2ccc(Cl)cc2Cl)o1	-2	-7	13	3	-2.7	0.4	12	.	-0.4
CC(=O)Nc1cccc(NC(=O)CSc2ccc(-c3ccco3)nn2)c1	-6	-3	1	-17	-5.2	-2.5	0	0.9	1.0
COc1ccccc1C(=O)NCC(=O)OCC(=O)Nc1cccc(S(=O)(=O)N2CCCCCC2)c1	2	2	0	-3	0.8	-1.2	-2	.	-1.5
CCCCOc1ccc(NS(=O)(=O)c2ccc(-n3cnnn3)cc2)cc1	-8	-2	-4	8	-4.5	2.2	11	-2.5	1.9
NCCCP(=O)(O)CCc1ccccc1	0	6	0	-4	-0.1	0.0	7	.	1.3
CCN(c1ccc(F)cc1)S(=O)(=O)c1ccc2[nH]cc(C(=O)NCCCN3CCOCC3)c(=O)c2c1	0	3	3	0	-3.5	-0.1	-5	.	-1.9
CC(C)C1C(=O)N(Cc2cn(Cc3ccco3)nn2)CCS(=O)(=O)N1Cc1ccc(-c2ccc(F)cc2)cc1 (stereo not drawn)	-11	7	-2	-2	-4.9	-0.2	10	0.4	.
CCOc1ccc(C2c3[nH]c4ccccc4c3CCN2Cc2cn(CC)nc2C)cc1 (stereo not drawn)	2	-10	4	-5	0.2	-0.3	4	0.9	1.4
O=C(CC1Oc2ccccc2NC1=O)NCCCN1CCOCC1 (stereo not drawn)	-1	-1	1	-3	-3.0	0.2	-4	0.1	-0.4
Cc1cc(NC(=O)c2cc(-c3ccccc3)on2)n(-c2ccccc2)n1	12	5	0	16	-0.2	0.6	-7	-1.0	-1.5

Following part
SMILES	GDH-TPI counter	PrPC TRFRET	FBA Mtb inh	BoNT-F LC inh	FadD28 binding	BoNT A protease	CCHF vOTU inh	Mtb BioA inh	UGM FP inh
Cc1ccc2c(c1)N(CCCC(=O)NCCCN1CCCC1=O)C(=O)CO2	4	0	-3	-4	-3.8	-0.5	-4	-0.4	-1.4
COc1cccc(NC(=O)COC(=O)c2ccco2)c1	-4	-4	0	-1	-1.3	0.1	5	.	1.5
Cc1cc(=O)n2nc(N3CCCC(C(=O)N4CCOCC4)C3)sc2n1 (stereo not drawn)	4	4	4	-1	-2.1	-0.5	-1	-1.6	-0.9
COc1ccc(-c2cc(=O)[nH]c(NCc3ccccc3)n2)cc1	20	2	1	17	-2.7	0.6	-1	-1.2	1.9
CN(C)S(=O)(=O)c1ccc2nnn(OCC(=O)NC34CC5CC(CC(C5)C3)C4)c2c1	0	-2	1	11	-1.0	1.0	-5	0.0	.
Cc1cc(/C=C2\C(=O)NC(=O)N(Cc3ccccc3)C2=O)c(C)n1C1CC1	12	-4	-8	5	0.7	-0.2	-3	.	1.4

Filtered by structure, the entries above with fluorine
SMILES	GDH-TPI counter	PrPC TRFRET	FBA Mtb inh	BoNT-F LC inh	FadD28 binding	BoNT A protease	CCHF vOTU inh	Mtb BioA inh	UGM FP inh
Cn1cccc1CC(=O)NNC(=S)NC(=O)c1ccc(F)cc1	23	-6	9	3	-1.0	0.1	7	.	-2.0
Cc1nc2ccccn2c1CN(C)C(=O)C1CCC(=O)N(Cc2cccc(F)c2)C1 (stereo not drawn)	-3	-1	17	15	-2.6	2.0	4	15	-1.0
O=S(=O)(c1ccc(-c2csc(Nc3ccc(F)cc3)n2)cc1)N1CCCC1	9	3	4	0	0.2	-0.3	1	-1.1	0.8
O=C(CCSc1ccc(F)cc1)NNC(=O)c1ccccc1Cl	11	8	-1	-10	-0.8	0.2	-5	-0.3	-1.3
COc1cc(F)c(S(=O)(=O)N2CCOc3ccccc32)cc1OC	6	-6	4	-1	0.0	0.1	15	-3.4	2.3
CC/C(=N\NC(=O)OC)c1ccc(OC(F)F)cc1	-1	8	0	0	-0.1	-1.2	-6	-3.2	1.2
CCN(c1ccc(F)cc1)S(=O)(=O)c1ccc2[nH]cc(C(=O)NCCCN3CCOCC3)c(=O)c2c1	0	3	3	0	-3.5	-0.1	-5	.	-1.9
CC(C)C1C(=O)N(Cc2cn(Cc3ccco3)nn2)CCS(=O)(=O)N1Cc1ccc(-c2ccc(F)cc2)cc1 (stereo not drawn)	-11	7	-2	-2	-4.9	-0.2	10	0.4	.

Screening results (PubChem BioAssay)
